# MBD2 inh – inhibitors of MBD2 binding to methylated DNA, primary screen, biochemical, TR-FRET, DNA-binding domain, human. AID 686964, 2013. MBD2 binding to methylated oligonucleotide. hit rate 0.31% among 370,000. inhibition, % at 4.4 µM; in the data active means inhibition above about 13%
# proKLK7 act – proKLK7 zymogen activators, primary screen, biochemical, fluorescence intensity; activation, % at 7 µM; Kallikrein-7 (Homo sapiens), P49862; purified proKLK7, EDANS-DABCYL substrate fluorescence; 100% is mature enzyme control, 0% vehicle; AID 652039, 2013; hit rate 0.9% among 370,000;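 active means activation above the mean of all tested compounds plus 3 SD, computed per campaign excluding outliers beyond control limits, cut at about 13% in these data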
# Target sequence (P49862 whole entry, looked up): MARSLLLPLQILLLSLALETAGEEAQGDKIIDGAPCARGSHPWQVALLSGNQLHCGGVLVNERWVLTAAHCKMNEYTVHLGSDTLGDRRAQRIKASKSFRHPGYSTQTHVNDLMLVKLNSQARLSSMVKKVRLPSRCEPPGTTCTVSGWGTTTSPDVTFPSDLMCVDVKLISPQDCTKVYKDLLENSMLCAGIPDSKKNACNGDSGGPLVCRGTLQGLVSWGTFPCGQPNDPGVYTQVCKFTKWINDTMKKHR
# LEDGF integ inh – blockers of LEDGF/p75-dependent integrase strand transfer – biochemical, TR-FRET, high throughput, primary screen. HIV-1 integrase (with human LEDGF/p75). inhibition, % at 3.7 µM. hit rate 0.64% among 370,000. TR-FRET IN-LEDGF/p75 DNA integration, Eu/Cy5;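 active means inhibition above the screen-wide mean plus 3 SD, cut at about 13% in these data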;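 further: signal is the Cy5 over europium emission ratio at 671 and 618 nm; 0% = plate median of compound wells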
# DDE Tn6 FP inh – inhibitors of Tn6 peptide binding to fibrin DD(E), primary screen, biochemical, fluorescence polarization, human fibrin, Tn6 probe. Fibrinogen beta chain (Homo sapiens), P02675. inhibition, % at 8.3 µM. hit rate 0.21% among 370,000. Fibrin DD(E) TRITC-Tn6 fluorescence polarization displacement;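 active means inhibition above a per-campaign cutoff: mean of compounds within control limits plus 3 SD, cut at about 15% in these data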;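 further: 0% = median of all compound wells on the plate and 100% = blocking peptide control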
# TCR-CD3 inh – inhibitors of human TCR-CD3 interaction, primary screen, biochemical, fluorescence, TAMRA-labeled TCR probe; T-cell receptor (TCR); inhibition, % at 9.4 µM; hit rate 0.37% among 360,000; in the data active means inhibition above about 19%;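 further: recombinant mutant TCR 2C K166C tagged with TAMRA read by polarization; 0% = receptor in buffer alone and 100% = receptor with positive control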
# Tn7 DDE FP – inhibitors of Tn7 peptide binding to fibrin DD(E), primary screen, biochemical, fluorescence polarization, human fibrin, Tn7 probe; inhibition, % at 8.3 µM; hit rate 0.13% among 370,000; FP displacement of FITC-Tn7 peptide from fibrin DD(E); 0% = median of compound wells per plate; AID 720508, 2013; Fibrinogen beta chain (Homo sapiens), P02675;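 active means inhibition above the mean of compounds falling within the control limits plus 3 SD of them, cut at about 14% in these data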;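 further: 0% = plate median of compound wells and 100% = 10 µM Aha-Tn7 peptide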
#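 Test system: human clot-derived fibrin DD(E) complex / Quantity: 2 µM final DD(E) protein / Incubation: 10 min plus 3 h, room temperature / Measured by: fluorescence polarization / Benchmarks: high control of 10 µM Aha-Tn7 peptide / Replicates: singlicate testing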
# SIAE primary – human SIAE inhibitors, primary screen, biochemical, fluorescence polarization, FP-Rh probe, 1536-well HTS | hit rate 0.69% among 370,000 | AID 1053197, 2014 | SIAE FP-Rh probe binding | Sialate O-acetylesterase (Homo sapiens), Q9HAT2 | inhibition, % at 9.66 µM;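 active means inhibition above a cutoff: mean of compounds within the control limits plus 3 SD of those, cut at about 17% in these data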;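 further: 0% = plate median of compound wells and 100% = probe without SIAE protein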
# Target sequence (Q9HAT2 whole entry, looked up): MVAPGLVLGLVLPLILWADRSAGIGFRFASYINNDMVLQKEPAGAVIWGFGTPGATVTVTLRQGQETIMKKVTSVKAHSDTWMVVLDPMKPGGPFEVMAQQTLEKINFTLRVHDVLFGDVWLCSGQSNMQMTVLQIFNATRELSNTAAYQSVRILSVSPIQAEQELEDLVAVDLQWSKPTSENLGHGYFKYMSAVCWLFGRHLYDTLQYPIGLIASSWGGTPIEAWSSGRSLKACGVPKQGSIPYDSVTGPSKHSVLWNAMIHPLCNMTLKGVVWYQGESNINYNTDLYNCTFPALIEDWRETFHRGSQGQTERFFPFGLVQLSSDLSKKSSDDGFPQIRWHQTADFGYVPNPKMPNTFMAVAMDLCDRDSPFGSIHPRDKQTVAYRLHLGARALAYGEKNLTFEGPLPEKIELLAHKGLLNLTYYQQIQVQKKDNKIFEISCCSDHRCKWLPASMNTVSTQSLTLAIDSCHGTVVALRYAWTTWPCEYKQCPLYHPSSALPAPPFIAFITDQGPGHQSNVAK
# TDP2 absorb – human TDP2 enzyme inhibitors, primary screen, biochemical, epi absorbance, recombinant enzyme | Tyrosyl-DNA phosphodiesterase 2 (Homo sapiens), O95551 | T5PNP hydrolysis, p-nitrophenol absorbance 415 nm | inhibition, % at 12.8 µM | hit rate 0.34% among 370,000;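 active means inhibition above the mean of all tested compounds plus 3 SD, set per campaign, cut at about 25% in these data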;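 further: 0% = DMSO with enzyme and 100% = buffer with substrate but no TDP2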
#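 Read-out basis: percent inhibition. System: recombinant human TDP2. Buffer or medium: Mg2+-containing Tris-HCl buffer, pH 7.5. Repeats: single replicate. Timing: reaction 2 h, 37 °C. Benchmarks: high control without enzyme, low control DMSO plus TDP2. Probe or stimulus: 5 mM T5PNP. Doses: 12.8 µM only. Measured by: epi absorbance of p-nitrophenol freed from T5PNP by hydrolysis.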
# PRMT1 FP inh – PRMT1 methyltransferase inhibitors, primary screen, biochemical, fluorescence polarization | hit rate 1.3% among 370,000 | recombinant PRMT1, activity-based probe fluorescence polarization | Protein arginine N-methyltransferase 1 (Homo sapiens), Q99873 | inhibition, % at 2.79 µM;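 active means inhibition above about 21% made by adding two undisclosed values, limit read from the data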
# UHRF1 binding – UHRF1 methylated DNA binding inhibitors, primary screen, counter-screen for MBD2 inhibitor project, biochemical, TR-FRET, human UHRF1, single concentration. inhibition, % at 4.4 µM. E3 ubiquitin-protein ligase UHRF1 (Homo sapiens), Q96T88. hit rate 0.75% among 370,000. UHRF1 binding to methylated oligo. AID 687016, 2013; in the data active means inhibition above about 21%;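 further: UHRF1 SRA domain binding a hemimethylated CpG hairpin DNA probe; 0% = median of test compound wells and 100% = reference inhibitor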
# * = called active by the depositor.
SMILES,MBD2 inh,proKLK7 act,LEDGF integ inh,DDE Tn6 FP inh,TCR-CD3 inh,Tn7 DDE FP,SIAE primary,TDP2 absorb,PRMT1 FP inh,UHRF1 binding
COc1ccc(S(=O)(=O)N2CCC(C(=O)NCCc3ccc4c(c3)OCO4)CC2)cc1,-3,0.1,2,3,-1,-2,1,4,0,2
CCC(Sc1ncccn1)C(=O)Nc1cc(C)on1 (stereo unspecified),0,0.0,0,7,8,2,2,-9,-2,2
CC1=CC(C)C(COC(=O)CN2CCCCC2)C(C)C1 (stereo unspecified),3,0.4,0,1,-8,-1,0,1,2,3
CC1CN(Cc2ccc(C#N)cc2Cl)CC(C)O1 (stereo unspecified),-1,-0.3,0,2,-1,-5,1,8,-1,-1
CCCN(CCC)S(=O)(=O)c1ccc(C(=O)Nc2ccc(OCC(=O)N3CCOCC3)cc2)cc1,5,0.0,1,0,2,2,3,-6,3,2
COc1cc(O)c2c(c1)COC2=O,2,-0.6,1,-7,-5,1,5,-3,1,0
NC(=O)CC[C@H](NC(=O)c1ccc(Cl)cc1)C(=O)NNC(=O)COc1cccc(Br)c1,4,-0.8,1,2,-4,8,-3,-8,4,1
CC(=O)N1CCC(C(=O)OCc2ccccc2F)(c2ccccc2)CC1,-2,0.4,-1,-5,0,3,-1,11,0,0
Cc1cc(NC(=O)CCC(=O)N(CC(=O)NC2CCCC2)c2ccc(C)c(F)c2)no1,6,0.3,-1,0,4,-3,0,14,4,-1
Cc1cc(C)cc(-n2c3ccc(NC(=O)Cc4cccc5ccccc45)cc3c(=O)n2C)c1,2,-1.0,-5,2,3,0,8,2,-3,-1
Cc1ccc(C(=O)N/C(=C/c2ccco2)C(=O)NCCc2c[nH]c3ccccc23)cc1,-7,-0.5,-2,9,8,5,3,-4,-3,-1
Cc1cccn2c(=O)c3cc(C(=O)N4COCC4(C)C)sc3nc12,-1,3.1,-3,6,-3,9,3,5,2,0
CSc1ccc(CNC(=O)c2ccc(NC(=O)C3=CSCCO3)cc2)cc1,2,-0.1,-2,-2,6,-3,-3,-15,1,-1
CN(C)/C=C1\C(=O)N(c2ccc(Oc3ccccc3)cc2)CS1=O (stereo unspecified),2,0.2,-3,2,1,-4,3,-6,6,3
O=C(Nc1cccc(S(=O)(=O)N2CCCC2)c1)C1CCCN1C(=O)c1cccs1 (stereo unspecified),-3,0.0,2,6,6,-7,-6,-6,-1,2
O=C(CSc1ccsc1[N+](=O)[O-])N1CCCCCC1,1,-0.6,5,5,-10,5,-1,3,10,-1
Cc1ccc(C2CC(=O)Oc3cc(O)ccc32)cc1 (stereo unspecified),3,-0.2,1,34*,10,7,19*,-7,3,20
CSc1nc(Oc2ccc(Cl)cc2)c2sccc2n1,-4,-0.3,0,-1,-5,1,-3,4,-5,2
COc1ccc(S(=O)(=O)N2CCN(Cc3cccc([N+](=O)[O-])c3)CC2)cc1,0,0.2,2,4,-6,2,4,-5,-1,2
CCN1C(=O)/C(=C\c2ccncc2)SC1=S,1,0.4,-2,-2,-6,5,0,-1,6,-4
CCN(CC)C(=O)Oc1ccc(Cl)c2ccccc12,1,0.2,-1,3,0,-5,-4,-11,-2,3
O=C(Nc1ccccc1Cl)c1cc(S(=O)(=O)N2CCCC(C(=O)O)C2)ccc1F (stereo unspecified),0,0.1,-3,0,4,2,-2,-1,-2,0
CCCS(=O)(=O)N1CCC(C(=O)NCCc2ccc(OC)c(OC)c2)CC1,0,0.2,-1,2,-7,-5,2,-3,1,1
Cc1oc2c(CN3CCOCC3)c(O)ccc2c(=O)c1-c1ccccc1,2,73*,-1,6,3,-7,-1,-5,-3,-1
O=c1cc2c(c(-c3ccccc3)n1Cc1ccccc1)[C@@H](CCO)NC2,1,-0.1,4,4,-4,5,-4,-2,-1,2
CCOC(=O)N1CCN(C(=O)COc2ccc(S(=O)(=O)Nc3ccc(OCC)cc3)cc2)CC1,-5,0.0,3,-2,5,1,0,-13,-1,-2

# Shown field by field: part of the list above.
canonical_smiles: O=C(Nc1cccc(S(=O)(=O)N2CCCC2)c1)C1CCCN1C(=O)c1cccs1 (stereo unspecified)
  MBD2 inh: -3; proKLK7 act: 0.0; LEDGF integ inh: 2; DDE Tn6 FP inh: 6; TCR-CD3 inh: 6; Tn7 DDE FP: -7; SIAE primary: -6; TDP2 absorb: -6; PRMT1 FP inh: -1; UHRF1 binding: 2

canonical_smiles: CC1=CC(C)C(COC(=O)CN2CCCCC2)C(C)C1 (stereo unspecified)
  MBD2 inh: 3; proKLK7 act: 0.4; LEDGF integ inh: 0; DDE Tn6 FP inh: 1; TCR-CD3 inh: -8; Tn7 DDE FP: -1; SIAE primary: 0; TDP2 absorb: 1; PRMT1 FP inh: 2; UHRF1 binding: 3

# Eleven structures out of the list, sorted by count of non-hydrogen atoms, low to high.
SMILES,MBD2 inh,proKLK7 act,LEDGF integ inh,DDE Tn6 FP inh,TCR-CD3 inh,Tn7 DDE FP,SIAE primary,TDP2 absorb,PRMT1 FP inh,UHRF1 binding
COc1cc(O)c2c(c1)COC2=O,2,-0.6,1,-7,-5,1,5,-3,1,0
CCN1C(=O)/C(=C\c2ccncc2)SC1=S,1,0.4,-2,-2,-6,5,0,-1,6,-4
CC1CN(Cc2ccc(C#N)cc2Cl)CC(C)O1 (stereo unspecified),-1,-0.3,0,2,-1,-5,1,8,-1,-1
Cc1ccc(C2CC(=O)Oc3cc(O)ccc32)cc1 (stereo unspecified),3,-0.2,1,34*,10,7,19*,-7,3,20
CC1=CC(C)C(COC(=O)CN2CCCCC2)C(C)C1 (stereo unspecified),3,0.4,0,1,-8,-1,0,1,2,3
Cc1cccn2c(=O)c3cc(C(=O)N4COCC4(C)C)sc3nc12,-1,3.1,-3,6,-3,9,3,5,2,0
CC(=O)N1CCC(C(=O)OCc2ccccc2F)(c2ccccc2)CC1,-2,0.4,-1,-5,0,3,-1,11,0,0
CCCS(=O)(=O)N1CCC(C(=O)NCCc2ccc(OC)c(OC)c2)CC1,0,0.2,-1,2,-7,-5,2,-3,1,1
O=C(Nc1ccccc1Cl)c1cc(S(=O)(=O)N2CCCC(C(=O)O)C2)ccc1F (stereo unspecified),0,0.1,-3,0,4,2,-2,-1,-2,0
Cc1cc(NC(=O)CCC(=O)N(CC(=O)NC2CCCC2)c2ccc(C)c(F)c2)no1,6,0.3,-1,0,4,-3,0,14,4,-1
CCCN(CCC)S(=O)(=O)c1ccc(C(=O)Nc2ccc(OCC(=O)N3CCOCC3)cc2)cc1,5,0.0,1,0,2,2,3,-6,3,2

# Screens deposited in PubChem by The Scripps Research Institute Molecular Screening Center.

# Compounds as they come; 4.6% or so of the library scored in one or more.
